Source: PubChem BioAssay
dFosB activator – activators of delta FosB homodimer, primary screen, biochemical, fluorescence polarization, TAMRA-CDK5 oligo, single point; Protein FosB (Mus musculus), P13346; purified delta FosB; percent of positive-control signal above neutral wells; AID 493131, 2011; actives 0.99% (n = 340,000); activation, % at 25 µM;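 active = mean activation above about 17%, with every replicate also reaching it, limit read from the data, passing the limit was not always enough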;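 note: fluorescence polarization rise as delta FosB binds a TAMRA Cdk5 AP-1 oligo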
Target sequence (P13346 whole entry, looked up): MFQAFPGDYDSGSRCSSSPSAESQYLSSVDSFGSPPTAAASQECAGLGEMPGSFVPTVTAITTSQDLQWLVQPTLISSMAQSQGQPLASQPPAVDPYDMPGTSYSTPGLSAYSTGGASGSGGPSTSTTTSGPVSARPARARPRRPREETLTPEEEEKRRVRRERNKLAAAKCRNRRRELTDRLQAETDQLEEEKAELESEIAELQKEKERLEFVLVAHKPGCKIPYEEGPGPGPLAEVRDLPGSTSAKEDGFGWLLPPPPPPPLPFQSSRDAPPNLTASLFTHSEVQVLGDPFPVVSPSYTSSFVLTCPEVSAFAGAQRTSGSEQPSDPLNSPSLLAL
SR-BI DiI-HDL act – activators of SR-BI mediated DiI-HDL uptake, primary screen, ldlA[mSR-BI] CHO cells, DiI fluorescence. activation, % at 12.5 µM. 3 h; 100 = double the neutral-control signal. AID 504775, 2011. actives 0.096% (n = 320,000);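 active = mean replicate activation of at least 60% and every replicate at or above 60%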;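 note: 0% = median plate neutral-control signal and 100% = twice that signal; values of inactives mirror those of a sister screen read the other way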
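Test system: SR-BI-overexpressing, LDLR-lacking CHO cells; Medium: Ham's F12 with 0.5% BSA, HEPES 25 mM, pH 7.4; Schedule: 3 h, 37 °C; Technique: bottom-read fluorescence, 550/595 nm.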
CAL PDZ FP-1 – CAL PDZ peptide-binding inhibitors, primary screen, biochemical, fluorescence polarization, Cer-tagged CAL PDZ, HTS | actives 0.02% (n = 330,000) | AID 504414, 2011 | inhibition, % at 20 µM | purified CAL PDZ, TMR-peptide fluorescence polarization, 1 h;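 active = highest replicate inhibition of at least 40%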;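 note: plate controls were DMSO neutral control wells for no effect and unlabeled competitor peptide control wells for full effect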
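Read-out basis: mP drop reported as inhibition | Assay system: Tagged CAL PDZ protein CerCALP, purified | Benchmarks: Unlabelled peptide for full inhibition, DMSO wells as neutral | Schedule: 1 h incubation at room temperature before polarization reading | Buffer or medium: Sodium phosphate/NaCl buffer pH 7.4 with TCEP, IgG, Thesit | Doses: Single point, 20 µM | Measured by: Fluorescence polarization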
PvdQ acylase – P. aeruginosa PvdQ acylase inhibitors, primary screen, biochemical, fluorescence, plate reader and imaging, single point; AID 488965, 2010; actives 0.063% (n = 340,000); inhibition, % at 10 µM; purified PvdQ acylase; PvdQ acylase [Pseudomonas aeruginosa LESB58]; in the data active = inhibition above about 30%, passing the limit was not always enough;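 note: 0% = vehicle neutral wells and 100% = reference inhibitor wells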
SR-BI HDL uptake – inhibitors of SR-BI mediated HDL lipid uptake, primary screen, ldlA[mSR-BI] cells, fluorescence, single point; Scavenger receptor class B member 1 (Mus musculus), Q61009; ldlA[mSR-BI] CHO cells, DiI-HDL uptake fluorescence, 3 h; inhibition, % at 12.5 µM; actives 0.96% (n = 320,000); AID 488896, 2010;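 active = mean replicate inhibition of at least 70% and a set share of replicates each scoring 70 or more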;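 note: 0% = median of neutral control wells and 100% = median of positive control wells; values of inactives mirror those of a sister screen read the other way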
NSD2 inh – NSD2 histone methyltransferase inhibitors, primary screen, biochemical, AlphaScreen, single concentration, set 2; Histone-lysine N-methyltransferase NSD2 (Homo sapiens), O96028; NSD2 peptide methylation, 120 min; inhibition, % at 12.5 µM; actives 0.54% (n = 310,000); AID 743445, 2014; in the data active = inhibition above about 50%
Rtt109 Vps75 – inhibitors of C. albicans Rtt109/Vps75 HAT, primary screen, biochemical, ThioGlo CoA-SH fluorescence, plate reader; Histone acetyltransferase RTT109 (Candida albicans (strain SC5314 / ATCC MYA-2876)), …; purified Rtt109/Vps75, 4 h; inhibition, % at 34.9 µM; actives 0.16% (n = 330,000);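 active = inhibition of at least 50% in every replicate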
Target sequence (Q5AAJ8 whole entry, looked up): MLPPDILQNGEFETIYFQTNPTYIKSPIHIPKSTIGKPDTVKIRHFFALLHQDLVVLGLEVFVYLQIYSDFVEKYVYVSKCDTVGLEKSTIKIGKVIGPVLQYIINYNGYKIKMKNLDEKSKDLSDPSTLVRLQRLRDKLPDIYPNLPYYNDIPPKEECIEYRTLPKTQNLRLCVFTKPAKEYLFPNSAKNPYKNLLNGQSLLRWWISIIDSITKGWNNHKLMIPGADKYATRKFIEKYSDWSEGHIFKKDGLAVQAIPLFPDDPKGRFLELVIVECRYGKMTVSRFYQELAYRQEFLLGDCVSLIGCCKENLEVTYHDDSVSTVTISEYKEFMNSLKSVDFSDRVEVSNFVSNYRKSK
MITF act – activators of MITF-driven TRPM1 promoter reporter, primary screen, cell-based, SK-MEL-5, luciferase, single point; SK-MEL-5 TRPM1-promoter luciferase, 24 h; % of positive control, neutral wells = 0; activation, % at 12.5 µM; actives 0.75% (n = 300,000);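 active = mean activation of at least 80% with every replicate also reaching 80%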;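 note: 0% = neutral control wells and 100% = parthenolide positive control wells; values of inactives mirror those of a sister screen read the other way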
PfHsp90 set2 – growth inhibition of PfHsp90-expressing yeast, primary screen, antimalarial PfHsp90 inhibitor project, S. cerevisiae, BacTiter-Glo luminescence, single point, set 2. BacTiter-Glo ATP, 48 h; yeast lacking PDR1 and PDR3 efflux regulators. inhibition, % at 9.4 µM. actives 0.32% (n = 310,000). AID 504621, 2011;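 active = every replicate shows inhibition above about 80%, whatever the replicate mean, limit read from the data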;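 note: 0% = DMSO neutral controls and 100% = 20 µM radicicol positive controls; yeast relying on Plasmodium falciparum Hsp90 in place of its own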
CAL PDZ FP-2 – untagged CAL PDZ binding inhibitors, primary screen, biochemical, fluorescence polarization, HTS; purified CAL PDZ, TMR-peptide fluorescence polarization, 1 h; Golgi-associated PDZ and coiled-coil motif-containing protein (Homo sapiens), Q9HD26; AID 602252, 2012; actives 0.92% (n = 300,000); inhibition, % at 24.9 µM;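 active = mean inhibition of at least 30% with at least half of replicates also reaching 30%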;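 note: 0% = DMSO neutral control and 100% = excess unlabeled competitor peptide PRC23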
The depositor's hits bear a star; · = no result given.

SMILES	dFosB activator	SR-BI DiI-HDL act	CAL PDZ FP-1	PvdQ acylase	SR-BI HDL uptake	NSD2 inh	Rtt109 Vps75	MITF act	PfHsp90 set2	CAL PDZ FP-2
CCc1cccc(C)c1NC(=S)N(CCOC)C(C)c1ccco1 (stereo unspecified)	-9	5	-0.1	0	-5	1	-4	-7	19	-4
Cc1ccc(C)c(NS(=O)(=O)c2c(C)[nH]c(C)c2C(=O)N2CCCCC2)c1	-7	21	-2.7	-4	-21	-3	2	3	19	-4
COc1cccc(CN(C)C(=O)Cc2c[nH]c3ccccc23)c1OC	-10	-18	-2.0	-22	18	39	-6	-8	-23	-2
CN(C)CCCNC(=S)NCc1ccc(Cl)cc1	-3	20	-1.6	-21	-20	2	6	-4	22	1
CN(C)c1ccc2nsnc2c1[N+](=O)[O-]	2	27	-0.2	-10	-27	1	-3	·	14	·
O=c1c2ccccc2sn1-c1ccc(S(=O)(=O)N2CCCC2)cc1	2	12	-0.2	-7	-12	4	4	-15	-5	-3
COc1ccc(CNC(=O)COC(=O)/C=C/c2ccc(S(=O)(=O)N3CCOCC3)cc2)cc1	0	-1	-0.6	-5	1	-1	-3	7	-38	-6
CCOC(=O)c1c[nH]c2c(Cl)c(Cl)ccc2c1=O	-6	-4	-4.3	-10	4	-1	3	·	·	-3
COc1ccc2c(c1OC)C(=O)OC2CC(=O)c1ccc(O)cc1 (stereo unspecified)	-5	-5	-0.1	-17	5	2	1	8	5	-3
O=C(CCCc1cccs1)NCCc1c[nH]c2ccccc12	-16	-6	-1.3	-13	6	12	·	-14	-10	-1
N#CC(C#N)=Cc1cnc(N2CCN(c3ccccc3)CC2)s1	-5	-17	0.3	0	17	-3	0	4	0	-2
O=C(c1ccc(Cn2c(=O)[nH]c3ccsc3c2=O)cc1)N1CCN(c2ccccc2)CC1	-9	·	0.3	2	·	2	9	1	6	6
COc1ccc(-n2c(/C=C(\C)O)nc(=O)c3c(C)cc(C)nc32)cc1	-12	14	-4.7	-6	-14	0	-1	3	12	·
Cc1ccccc1NC(=O)c1cc(C(=O)c2cc(Cl)ccc2O)cn(-c2ccccc2C)c1=O	6	-49	-2.0	-3	49	0	0	-49	4	-4
CC(C)(C)c1cc(/C=N/NC(=O)Cc2nc3ccccc3[nH]2)cc(C(C)(C)C)c1O	4	0	-0.9	-25	0	0	11	2	-6	-5
CCOc1ncccc1C(=O)OCC(=O)Nc1cccc(C(C)=O)c1	3	3	-1.0	-17	-3	0	10	-16	-5	0
O=S(=O)(/N=C(/NC(=S)Nc1ccccc1)c1ccccc1)c1ccc(Cl)cc1	3	-4	-2.4	8	4	·	7	112*	-21	-2
CC1Cc2ccccc2N1C(=O)COC(=O)Cn1nnc(-c2ccccc2)n1 (stereo unspecified)	-1	13	-0.1	-19	-13	-3	11	-4	-28	0
CC(C)(C)C(=O)N1CCC[C@H]1C(O)(c1ccccc1)c1ccccc1	-2	3	-0.3	-2	-3	-3	-2	1	-17	-2
CC(=O)c1c(C)[nH]c(C(=O)NNC(=O)COc2ccc(Cl)cc2C)c1C	0	-65	0.1	-13	65	2	-2	-5	-17	-1
Cn1c(=O)c(Nc2ccc(O)cc2)c2c3c(cccc31)C(=O)c1ccccc1-2	-1	-8	1.3	3	8	8	1	-22	-4	-4
CCCn1nnc2sc3c(c2c1=O)CCC(C)C3 (stereo unspecified)	-9	-3	-1.3	-8	3	-4	-5	99*	-6	-3
Cc1ccccc1C(=O)Oc1cc(N)n(S(C)(=O)=O)n1	6	4	0.1	-6	-4	-3	-1	-2	11	5
Cc1ccc([N+](=O)[O-])cc1N=Nc1c(C)[nH]n(C(N)=S)c1=O	2	2	0.4	-11	-2	-6	13	17	1	1
O=C(O)C1CN(C(=O)c2cccc(Br)c2)C1	-2	15	-1.7	3	-15	1	-8	-9	5	-3
O=C(Nc1cc(Cl)cc(Cl)c1)N1CCCC1	-7	-1	-0.2	-16	1	24	-1	9	13	2
COc1ccc(CN2CCC(C(=O)Nc3ccc(Oc4cccnc4)cc3)CC2)cc1	-7	11	-1.5	-15	-11	4	5	-8	-18	-2
Cc1ccc(Nc2cc(C)nc(N3CCOCC3)n2)cc1	-8	-52	0.7	-6	52	-4	-7	4	·	-2
CC(=O)Nc1ccc(C(=O)OCC(=O)N2CCC(Cc3ccccc3)CC2)cc1	1	·	-3.5	-6	-27	-5	4	4	0	-1
Clc1ccc(/C(Cc2nc3ccccc3[nH]2)=N\Nc2ccccc2)cc1	13	-67	-1.2	-4	67	3	·	59	-30	-4
COc1cccc(C(=O)NNC(=O)C(=O)Nc2cccc3ccccc23)c1	0	·	-1.9	11	·	-5	1	0	-4	-4
O=C(CSc1nc2ccccc2c(=O)n1-c1ccccc1)N/N=C/C=C/c1ccccc1[N+](=O)[O-]	-9	-28	-1.8	-1	28	46	-4	0	15	1
CCOC(=O)c1ccc(NC(=O)Cn2c(=O)oc3ccccc32)cc1	-3	2	0.2	-16	-2	-1	-2	·	12	-2
CCOC(=O)N1CCN(c2cc(=O)n(-c3ccc(Br)cc3)c(=O)[nH]2)CC1	-4	21	-0.2	-6	-21	·	-6	2	8	·
O=C(c1ccccc1)c1ccc(OCCn2cnc3ccccc3c2=O)cc1	2	28	-1.2	-7	-28	-1	2	·	-12	·
O=C(CN1C(=O)NC2(CCCC2)C1=O)OCCOc1ccc(Br)cc1	-12	29	0.0	-9	-29	7	-9	-2	23	2
C=CCn1c(SCC(=O)N2CCN(c3ccc(F)cc3)CC2)nnc1-c1cccs1	-11	-25	0.1	-14	25	·	-2	-15	13	·
O=S(=O)(NCCc1ccc(F)cc1)c1cccc2cccnc12	-5	6	-1.0	-11	-6	8	1	-12	-2	0
Cc1ccc(NC(=O)CSc2nn(-c3ccccc3)c(=S)s2)cc1S(=O)(=O)N(C)C	1	·	-0.6	9	·	-1	1	-20	5	-6
Cc1ccc(C(=O)NC(NC(=O)c2ccc(C)cc2)c2cccc([N+](=O)[O-])c2)cc1	0	-5	-0.2	-3	5	0	2	-10	4	5
COc1ccc(C(=O)OCC(=O)N(C)C2CCS(=O)(=O)C2)cc1Br (stereo unspecified)	-2	21	-1.2	5	-21	7	4	6	7	·
O=S(=O)(Nc1cccc(-c2nc3cccnc3s2)c1)c1cccs1	-12	·	-3.5	4	·	1	-2	5	-22	-1
COC(F)(C(=O)Nc1ccc2c(c1)C(=O)NC2=O)C(F)(F)F (stereo unspecified)	5	14	-1.8	2	-14	42	-1	3	·	-5
CC(CCC(=O)O)C1CC[C@@]2(C)C3C(=O)CC4C(C)(C)C(O)CC[C@]4(C)C3C(=O)C[C@]12C (stereo partly specified)	-11	0	-1.4	0	0	0	-11	-13	-29	3
CC(C)c1ccc(CNn2cnnc2)cc1	-6	6	·	-16	-6	1	-4	-4	6	-1
CCCc1cc2c(=O)n(NC(=O)c3nn(C)cc3[N+](=O)[O-])c(C)nc2s1	-3	-17	-0.5	-12	17	-3	-2	-8	5	4
O=C(NCc1ccc(F)cc1)c1cnccn1	3	-3	1.0	-6	3	-1	0	3	-3	·
O=C(c1cc(=O)c2ccccc2o1)N(Cc1ccccc1)C1CCS(=O)(=O)C1 (stereo unspecified)	-6	7	-0.7	1	-7	1	1	2	-3	·

Only Rtt109 Vps75 and SR-BI DiI-HDL act, for 4 of the compounds above:
compound,Rtt109 Vps75,SR-BI DiI-HDL act
O=C(CCCc1cccs1)NCCc1c[nH]c2ccccc12,·,-6
N#CC(C#N)=Cc1cnc(N2CCN(c3ccccc3)CC2)s1,0,-17
O=C(c1ccc(Cn2c(=O)[nH]c3ccsc3c2=O)cc1)N1CCN(c2ccccc2)CC1,9,·
COc1ccc(-n2c(/C=C(\C)O)nc(=O)c3c(C)cc(C)nc32)cc1,-1,14

(list continues)
SMILES	dFosB activator	SR-BI DiI-HDL act	CAL PDZ FP-1	PvdQ acylase	SR-BI HDL uptake	NSD2 inh	Rtt109 Vps75	MITF act	PfHsp90 set2	CAL PDZ FP-2
CN(C)CC#CCC(O)(c1ccccc1)C1CCCCC1 (stereo unspecified)	-1	5	-2.2	-1	-5	6	34	·	12	·
CCC(=O)NCCc1nc2ccccc2n1CC(=O)c1ccccc1	-2	10	0.1	-6	-10	·	4	·	26	·
COc1ccc(-c2nc(NC(=O)C3=NN(c4cccc(C)c4)C(=O)CC3)sc2C)cc1	-4	-55	-0.8	-1	55	0	-10	7	-12	·
COc1ccc(C(=O)CC(=O)Nc2ccc([N+](=O)[O-])cc2)cc1	-4	-19	3.6	-19	19	-1	0	·	-11	-5
CCC(NC(=O)/C(=C\c1ccc2c(c1)OCO2)NC(C)=O)C(=O)O (stereo unspecified)	-5	7	0.3	-13	-7	0	-4	-5	20	2
CCOC(=O)c1c[nH]c2c([N+](=O)[O-])cc(OC)cc2c1=O	3	-5	0.3	-7	5	1	-3	-12	20	-1
O=C1CC(N2CCN(c3ncccn3)CC2)C(=O)N1CCc1ccccc1 (stereo unspecified)	-8	13	-0.5	3	-13	-2	·	-5	15	-6
CCn1nc(C)c(CN2CCc3c([nH]c4ccccc34)C2c2ccc(F)c(OC)c2)c1C (stereo unspecified)	5	-82	-2.2	-14	82*	-3	-4	7	1	0
CC(=O)CC(=O)Nc1ncccn1	9	1	0.0	6	-1	-6	19	-5	9	1
COC(=O)CC1NCCNC1=O (stereo unspecified)	1	24	·	-8	-24	0	-2	·	·	-5
Cc1occc1C(=O)NNC(=O)COc1ccc(Br)cc1Br	16	-9	-0.2	3	9	1	5	23	-1	-2
COc1ccc(CCN2C(=O)c3ccncc3C2=O)cc1OC	6	10	0.4	-2	-10	0	5	4	·	-4
COc1ccc(NC(=O)CN(C)C(=O)Cc2coc3cc(C)c(C)cc23)cc1	-11	0	0.0	-6	0	3	14	7	-26	-3
